LYP_phosphatase – inhibitors of LYP phosphatase, biochemical, fluorescence intensity, uHTS (AID 1779); 290,000 tested, 0.054% active; recombinant LYP phosphatase, fluorescence intensity; higher % means a stronger effect; inhibition, % at 11.5 µM, or IC50 in µM where a hit was titrated;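 further: plate controls were vehicle with enzyme for no effect and no enzyme for full effect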
PMI_inhibitors – inhibitors of human PMI, primary screen, biochemical, fluorescence intensity, coupled assay (AID 1209); purified PMI enzyme, coupled fluorescence intensity; higher % means a stronger effect; inhibition, % at 20 µM, or IC50 in µM where a hit was titrated; 190,000 tested, 0.42% active;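 further: plate controls were DMSO vehicle for no effect and wells lacking substrate for full effect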
NOD1_inhibition – inhibition of NOD1-driven NF-kB reporter – cell-based, luminescence, uHTS, primary screen (AID 1578) | one-dose inhibition, % at 4 µM; EC50 in µM for titrated hits | 290,000 tested, 1% active | NOD1-driven NF-kB luciferase reporter cells, luminescence; higher % means a stronger effect; in the data active means inhibition mostly above about 36%, no sharp cut-off; inactive means mostly below about 34%;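 further: HEK-293T reporter cells stimulated with the NOD1 agonist gamma-tri-DAP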
KOR_beta-arrestin-1 – kappa opioid receptor blockers – cell-based, luminescence, uHTS (AID 1778); 290,000 tested, 0.091% active; KOR beta-arrestin recruitment, luminescence, antagonist mode; higher % means a stronger effect; one-dose inhibition, % at 10 µM; IC50 in µM for titrated hits; further: strong numbers were not always called active
XIAP_displacement – XIAP antagonists, biochemical, IAP family, fluorescence polarization (AID 1018) | XIAP BIR domain, fluorescence polarization peptide displacement; higher % means a stronger effect | 200,000 tested, 0.007% active | one-dose displacement, % at 20 µM; IC50 in µM for titrated hits; in the data active means displacement above about 50%; further: a part of the inactive calls stands beside numbers as strong as those of hits
KOR_beta-arrestin-2 – kappa opioid receptor activators – cell-based, luminescence, uHTS, primary screen (AID 1777). activation, % at 10 µM; hits with a dose series show EC50 in µM. KOR beta-arrestin recruitment, luminescence; higher % means a stronger effect. 280,000 tested, 0.02% active; in the data active means activation above about 50%, passing the limit was not always enough; further: a part of the inactive calls stands beside numbers as strong as those of hits
human_PMI_inhibitors – MPI inhibition at elevated mannose 6-phosphate – biochemical, fluorescence intensity, high mannose 6-phosphate, primary screen (AID 1220). recombinant PMI enzyme, coupled fluorescence intensity; higher % means a stronger effect. one-dose inhibition, % at 20 µM; IC50 in µM for titrated hits. 190,000 tested, 0.66% active
HEK293_NOD2/NF-kB – NOD2 signaling inhibitors, cell-based, luminescence, uHTS, HEK293 (AID 1566); HEK293 NOD2/NF-kB luciferase reporter, luminescence; higher % means a stronger effect; 290,000 tested, 0.63% active; one-dose inhibition, % at 4 µM; EC50 in µM for titrated hits; further: many of its hits are not listed in these tables
TNAP_activation_fold – human TNAP enzyme activators, primary screen, biochemical, luminescent, no phosphate acceptor, uHTS (AID 1001) | purified TNAP, luminescent activation assay, no phosphate acceptor; higher activation fold means a stronger effect | activation fold at 20 µM; hits with a dose series show EC50 in µM | 200,000 tested, 0.03% active; in the data active means activation fold from about 3, or a potency from the dose series; inactive means the rest, 99 in 100 with activation fold below about 1.6; further: many of its hits are not listed in these tables
The depositor's hits bear a star; & = joins results of further samples. Unless noted, no stated cut-off is given here; in the data, active means inhibition above about 50%; inactive means the rest. The list is partial (hit frequency here may not be typical).

SMILES LYP_phosphatase PMI_inhibitors NOD1_inhibition KOR_beta-arrestin-1 XIAP_displacement KOR_beta-arrestin-2 human_PMI_inhibitors HEK293_NOD2/NF-kB TNAP_activation_fold
CC[C@@H]1C(=O)OC[C@@H]1Cc1cncn1C -5%&-7% -18%&-5% -25%&-3% 20%&8% -6.2%&-7.4%&-1.9% -0.1%&-0.8% -17%&-7% 10%&9% 1.1&1.1

High-throughput results from PubChem BioAssay.
